# Tb PFK block: blocks T. brucei phosphofructokinase; T. brucei PFK, ADP-Glo luminescence; Potency, µM (highest dose often 57.5 µM), inactives show top-dose activity, negative = inhibition, hits mostly inhibitors; actives 0.17% (n = 330,000); AID 485367;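 also: potency is read from the fitted curve at half-maximal effect; 0% = uninhibited 1x PFK enzyme wells and -100% = no-enzyme wells; nearly all actives have a fitted effect of over 60% in size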
#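 Compounds were pin-transferred as a titration series up to 57 uM into substrate buffer (0.5 mM F6P, 0.1 mM ATP, pH 8.0), then 1.25 nM PFK was added and reactions ran 45 min before ADP-Glo detection.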
# MLL CXXC-DNA inh: MLL CXXC-DNA interaction inhibition; Q03164; MLL-CXXC / FITC-HOXA9 DNA fluorescence polarization; Potency, µM (highest dose often 115 µM), for the others: at the highest dose activity change, negative = inhibition, actives largely listed as inhibitors; actives 0.037% (n = 290,000); AID 2662; active = well fitted inhibition curve with a large enough effect in the polarisation, with a control signal flat, not every such curve was filed as active; inconclusive = small, poorly fitted or top-dose-only effect, or effect the other way, or a change in a side signal; inactive = no such curve, though single readings can be large or run the other way; the % refers to the polarisation; also: potency is read from the fitted curve at half-maximal effect
#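 Steps: dispense CXXC domain solution (7 uM) → pin compounds or unlabeled HOX-A9 DNA control → 5 min ambient → add FLSN-HOX-A9 solution (50 nM) → spin → 30 min ambient → fluorescence polarization. Tris pH 7.5/NaCl/DTT/BSA buffer.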
# GALK inhibitor: inhibitors of human galactokinase; Purified GALK, Kinase-Glo residual ATP luminescence; Potency, µM (highest dose often 57.5 µM), without a hit: at the top dose activity change, negative = inhibition, usual class: inhibitors; AID 1868; actives 0.007% (n = 270,000); P51570; also: potency is read from the fitted curve at half-maximal effect; % is scaled to controls: 0 for no effect and ±100 for the full control effect
#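 Compounds were pin-transferred into ATP buffer (35 uM final), then GALK plus galactose (5 nM, 100 uM final) was added. After 1 h at room temperature, Kinase-Glo Plus was added and luminescence read after 10 min.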
# Chronic BCR inh: chronic active BCR signaling inhibition; ABC-DLBCL IkBa-CBG/CBR reporter, luminescence ratio, 4 h; Potency, µM (highest dose often 46.1 µM), for the others: at the highest dose ratio change, negative = lower green/red ratio, most hits filed as inhibitors; actives 0.05% (n = 340,000); active = well fitted inhibition curve with a large enough effect in the signal ratio, with a control signal flat, not every such curve was filed as active; inconclusive = small, poorly fitted or top-dose-only effect, or effect the other way, or a change in a side signal; the % refers to the signal ratio;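 also: potency is read from the fitted curve at half-maximal effect; plate controls were basal doxycycline-induced cells for no effect and cells given 10 µM MG132 for full effect; MG132 reads +100%, hits lower the ratio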
#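 Doxycycline induced both beetle luciferases in TMD8 lymphoma cells; IKK-driven degradation limits the IkappaBalpha-fused green signal, while red luminescence normalises for cell number and nonspecific effects. Compounds tested up to 46 uM, 4 hrs.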
# TSHR antagonist: human thyrotropin receptor antagonism. actives 0.2% (n = 330,000). activity change, negative = inhibition, % at 11.5 µM. TSHR-expressing cells, TSH-stimulated cAMP HTRF, 2 h; hits give low values;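 active = activity change below a set negative limit, meaning inhibition stronger than a set level, cut at about -70% in these data; inconclusive = activity change between two set negative limits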; also: % is scaled to controls: 0 for no effect and ±100 for the full control effect
#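 Cell-based HTRF cAMP assay; TSHR cells + compound, TSH EC80 (4nM final), 2 h, 37 deg C. Lysis with anti-cAMP cryptate and cAMP-d2, 30 min RT, read 665/620 nm.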
# KCNH2 WT inh: inhibitors of human wildtype KCNH2 potassium channel; Q12809; U2OS, BacMam KCNH2, thallium flux FluxOr; hits give low values; activity change, % at 1.84 µM; actives 0.37% (n = 340,000); AID 720551;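 active = maximum activity change below -70%; inconclusive = maximum activity change between -70% and -50%; inactive = maximum activity change above -50%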; also: % is scaled to controls: 0 for no effect and ±100 for the full control effect
# Target sequence (Q12809 whole entry, looked up): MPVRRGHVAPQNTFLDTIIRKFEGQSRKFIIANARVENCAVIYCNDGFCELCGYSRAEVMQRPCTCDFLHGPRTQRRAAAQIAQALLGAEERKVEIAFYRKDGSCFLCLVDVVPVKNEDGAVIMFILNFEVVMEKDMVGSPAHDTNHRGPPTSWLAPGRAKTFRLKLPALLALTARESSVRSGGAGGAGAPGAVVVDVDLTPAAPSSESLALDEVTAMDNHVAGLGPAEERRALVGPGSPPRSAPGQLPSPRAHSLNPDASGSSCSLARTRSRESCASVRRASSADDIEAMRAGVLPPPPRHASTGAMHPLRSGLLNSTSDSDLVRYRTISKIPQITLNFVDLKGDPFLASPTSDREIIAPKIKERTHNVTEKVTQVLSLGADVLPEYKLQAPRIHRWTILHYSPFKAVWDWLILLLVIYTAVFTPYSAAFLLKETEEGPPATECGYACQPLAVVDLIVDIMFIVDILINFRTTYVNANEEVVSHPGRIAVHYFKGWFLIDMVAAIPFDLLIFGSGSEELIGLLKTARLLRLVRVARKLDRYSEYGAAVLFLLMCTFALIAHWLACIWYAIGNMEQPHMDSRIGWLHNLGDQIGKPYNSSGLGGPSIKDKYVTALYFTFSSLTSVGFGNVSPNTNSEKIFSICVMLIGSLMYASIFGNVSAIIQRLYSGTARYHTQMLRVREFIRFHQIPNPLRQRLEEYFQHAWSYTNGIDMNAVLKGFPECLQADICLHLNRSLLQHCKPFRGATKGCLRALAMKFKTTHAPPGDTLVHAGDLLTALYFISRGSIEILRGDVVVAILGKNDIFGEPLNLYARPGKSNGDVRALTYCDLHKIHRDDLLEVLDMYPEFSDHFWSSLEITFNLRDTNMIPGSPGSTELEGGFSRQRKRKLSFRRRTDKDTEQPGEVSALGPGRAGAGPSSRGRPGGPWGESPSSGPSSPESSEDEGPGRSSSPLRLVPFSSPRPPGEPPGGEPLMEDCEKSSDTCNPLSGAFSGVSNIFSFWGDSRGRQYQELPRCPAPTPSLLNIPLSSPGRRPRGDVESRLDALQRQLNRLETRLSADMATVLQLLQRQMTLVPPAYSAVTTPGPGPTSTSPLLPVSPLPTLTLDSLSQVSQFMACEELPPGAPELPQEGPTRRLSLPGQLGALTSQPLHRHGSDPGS
#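 U2OS cells transduced with wild-type KCNH2 virus are loaded with FluxOr dye for 45 min, and thallium flux is measured in kinetic reads before and after stimulation buffer. Rate constants are normalized to DMSO controls.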
# Coupling enz: counter-screen for Giardia aldolase inhibitors: coupling enzyme system. coupling enzyme system counterscreen, AmpLite Red fluorescence. AID 2472. activity change, negative = inhibition, % at 58.2 µM, hits read low. actives 0.67% (n = 290,000); in the data active = activity change below about -30%; also: % is scaled to controls: 0 for no effect and ±100 for the full control effect
#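 Compounds tested against the coupling enzymes alone at 57.5 uM final; readout was AmpLite Red fluorescence (525/598 nm) after 20 min at RT.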
# AT treatment: potential ataxia-telangiectasia treatments restoring KAP-1 phosphorylation | […] A-T fibroblasts, KAP-1 phosphorylation AlphaLISA; neocarzinostatin DNA damage 30 min before lysis | Potency, µM (series often up to 57.5 µM), for the others: at the top dose activation, usual class: activators | actives 0.19% (n = 320,000) | AID 485349; also: potency is read from the fitted curve at half-maximal effect; % of control where 0% means no effect; nearly all actives have a fitted effect of over 45% in size
#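 hTERT-immortalized A-T patient fibroblasts ([…]), 500 cells/well in OPTI-MEM, 1% FBS, got compounds for 60 min, then NCS for 30 min at 37C. Lysates were then assayed for phospho-KAP-1 by AlphaLISA (anti-pKAP1 donor, anti-KAP1 acceptor beads), 6 hr at 25C.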
# TCR activator: activates T cell receptor signaling. primary human leukocytes, anti-CD3, IL-2 HTRF, 48 h. Potency, µM (top dose mostly 9.22 µM), without a hit: top-dose activation of IL-2 secretion, usual class: activators. 330,000 tested, under 10 active; also: % of control where 0% means no effect
#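 Primary human leukocytes receive a-CD3 beads and test compound and are incubated 48 hr. Secreted IL-2 is then assayed by HTRF, measuring 665nm acceptor emission after 320nm excitation of the europium donor.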
# Giardia killer: kills Giardia lamblia | actives 0.15% (n = 340,000) | activity change, % at 7.66 µM, hits read low | AID 540267 | Giardia lamblia trophozoite viability; in the data active = activity change below about -80%; inconclusive = between about -30% and that limit;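 also: parasites exposed to compound for two days anaerobically before the ATP read; % is scaled to controls: 0 for no effect and ±100 for the full control effect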
#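 ATP-content bioluminescence gauges trophozoite survival. Cells (100/well) receive compound and incubate anaerobically for 48 hrs at 37 deg C; detection reagent follows for 15-30 min at room temperature.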
# The depositor's hits bear a star; ? = inconclusive; / = not tested or not shown; & = joins results of further samples; [ ] = another dose, or the depositor's remark. Unless noted, calls follow the shape of the dose curve; as a rule, active = well fitted curve in the direction sought with a large enough effect; inconclusive = small, poorly fitted or top-dose-only effect, or another doubt; inactive = no such curve, though single readings can be large; an effect the other way counts as inactive or inconclusive.
# Start of the listing, in advance (three entries):
SMILES,Tb PFK block,MLL CXXC-DNA inh,GALK inhibitor,Chronic BCR inh,TSHR antagonist,KCNH2 WT inh,Coupling enz,AT treatment,TCR activator,Giardia killer
CC(C)(C)C(=O)NC(CC(=O)O)c1ccccc1 (stereo not given),-1%,-10%,1%,0%,-8,32,-1,4%,1%,14
CC1CCC(=C(C#N)c2nc(-c3cc4ccccc4oc3=O)cs2)CC1 (stereo not given),5%,12%,0%,-4%,9,-4,3,3%,-8%,7
COc1ccc(C2C(=O)N(CCc3ccccc3)CC(=O)N2C2CCCCC2)cc1 (stereo not given),-1%,-12%,-3%,?,9,-2,1,12%,-3%,-5

# The whole of this part, from the first entry:
SMILES,Tb PFK block,MLL CXXC-DNA inh,GALK inhibitor,Chronic BCR inh,TSHR antagonist,KCNH2 WT inh,Coupling enz,AT treatment,TCR activator,Giardia killer
CC(C)(C)C(=O)NC(CC(=O)O)c1ccccc1 (stereo not given),-1%,-10%,1%,0%,-8,32,-1,4%,1%,14
CC1CCC(=C(C#N)c2nc(-c3cc4ccccc4oc3=O)cs2)CC1 (stereo not given),5%,12%,0%,-4%,9,-4,3,3%,-8%,7
COc1ccc(C2C(=O)N(CCc3ccccc3)CC(=O)N2C2CCCCC2)cc1 (stereo not given),-1%,-12%,-3%,?,9,-2,1,12%,-3%,-5
CCn1c(=O)c(C(=O)NNC(=O)c2ccccc2Br)c(O)c2ccccc21,3%,-10%,-2%,?,1,5,1,-3%,-2%,15
NC(=O)C1(N2CCCCC2)CCN(C(=O)CSc2nc3ccccc3s2)CC1,1%,7%,-3%,-1%,11,9,0,-2%,14%,-3
O=C(NC(=S)NC1CCCCCC1)c1cncc(Br)c1,-10%,-4%,0%,1%,-3,2,-1,0%,1%[46.1 µM],5
CC(C)c1ccc(N2C(=O)C(Cl)=C(N3CCOCC3)C2=O)cc1,2%,14%,14%,-8%,-18,4,1,-5%,-11%,7
Cc1c(NC(=O)c2cccc(NC(=O)Cc3ccccc3F)c2)c(=O)n(-c2ccccc2)n1C,-3%,/,/,-5%,3,-4,/,6%,10%,3
CC1(C)C2CCC1(C)C(NC(=O)CCN1CCCCC1)C2 (stereo not given),2%,6%,6%,4%,15,-5,3,-6%,-5%,-7
CC(C)OC(=O)CCC1(C(=O)O)CCC(=O)NC1 (stereo not given),3%,-2%,3%,-4%,-2,-18,6,1%,/,-11
CC(=O)c1ccc(NC(=S)N2CCCCCC2)cc1,0%,11%,0%,?,-3,-1,3,4%,5%,-10
COc1ccc(C2C(C#N)=C(N)N3C(=C2C#N)Sc2ccccc23)cc1 (stereo not given),-4%,?,0%,?,-7,/,4,3%,/,/
NC(=O)NCC(c1ccccc1)C1CCCCC1 (stereo not given),0%,-3%,3%,7%,-14,-9,1,3%,-4%,-6
COc1cc(OC)c(C2C(C#N)=C(N)OC3=C2C(=O)CC(C)C3)cc1OC (stereo not given),1%,15%,7%,1%,-4,-1,-5,3%,-18%,-3
CCN1CCN(C(=O)C2CCN(S(=O)(=O)N3CCC4(CC3)OCCO4)CC2)CC1,-1%,34%[activator],-1%,3%,-9,8,-1,1%,2%,8
CCOC(=O)c1ccc(S(=O)(=O)NNC(=O)COc2cccc(C)c2)cc1,0%,?,0%,0%,-3,2,4,-3%,4%[46.1 µM],-23
COc1ccc(N/C=C(/C(C)=O)c2ccccc2)cc1,-1%,-6%,1%,?,6,9,-8,/,-6%,-1
CCc1cccc(C)c1NC(=O)COC(=O)CSCc1ccccc1,2%,/,/,0%,8,-12,/,9%,0%,15
Cc1csc(NC(=O)c2cccc(Cn3nc(C)c(Br)c3C)c2)n1,3%,13%,-4%,?,?,6,-1,4%,5%,1
CCCCn1c(=O)[nH]c(=O)c2c1nc(-c1ccc(OCCC)c(OCC)c1)n2C,-2%,6%,4%,-1%,8,-15,5,0%,1%,-15
Cc1noc(C)c1S(=O)(=O)NCCc1ccc(S(N)(=O)=O)cc1,-2%,-12%,2%,-2%,-1,2,-3,-4%,-1%,0
CC(C)C(=O)Nc1cccc(C(=O)NCCc2ccc(S(N)(=O)=O)cc2)c1,0%,0%,0%,-2%,2,6,1,8%,0%,-2
COc1ccc(C(C)(C)C)cc1S(=O)(=O)n1ccnc1C,-1%,?,0%,-1%,0,2,-3,-1%,2%,6
O=C(COC(=O)/C=C/c1ccc([N+](=O)[O-])cc1)NC(=O)NC1CCCCC1,0%,/,/,0%,/,2,/,-4%,-3%,0
CC(CCc1ccc(O)cc1)NCCC(c1ccccc1)c1ccccc1 (stereo not given),2%,?,1%,?,20,-119*,-1,-1%,-1%,-21
Cc1ccc(NC2CCCN(C(=O)CCN3CCOCC3)C2)cc1C (stereo not given),6%,-8%,-7%,1%,-39,-24,/,-12%,0%,3
O=C([C@H](O)c1ccccc1)N1CCC[C@H]1CO,0%,-1%,/,-2%,5,22,4,-1%,-4%[46.1 µM],-5
Cc1cc(C(=O)CSc2nc(N)cc(N)n2)c(C)n1-c1cccc(F)c1,-1%,5%,2%,?,8,-14,3,3%,-3%[46.1 µM],7
Cc1cc(NC(=O)COC(=O)C(C)Oc2ccc(Cl)cc2Cl)no1 (stereo not given),-1%,0%,-1%,6%,-16,-6,0,-2%,1%,8
Cc1ccc(C)c(N2CCN(C(=O)CCc3nc(-c4cccc(Br)c4)no3)CC2)c1,-2%,/,/,1%,-4,-19,/,3%,2%[46.1 µM],-26
CC1CCN(CCNC(=O)CCS(=O)(=O)c2ccc(Br)cc2)CC1,6%,0%,0%,-1%,0,2,0,-4%,-1%,-6
CC1CCN(c2cc(N(C)CCO)c([N+](=O)[O-])c3nonc23)CC1,-2%,9%,-1%,20%,19,2,-6,-5%,15%,-5
CCOc1ccc(NC(=O)Cn2nnc(C(=O)NCc3cccs3)c2N)cc1,-1%,-16%,7%,1%,5,-9,0,5%,4%,22
COc1ccc(Cl)cc1NC(=O)CCc1nc(-c2ccccc2F)no1,-1%,4%,-1%,/,-8,1,-3,6%,-4%,-9
Cc1cccc(-n2c(-c3csc(C(C)C)c3)n[nH]c2=S)c1,-8%,8%,-4%,2%,11,-20,3,1%,11%,5
COc1ccc(-n2cc(-c3ccc(C)cc3)[n+]3c2SCC3)cc1,-8%,3%,-3%,0%,-8,-6,0,2%,1%[46.1 µM],20
C=CCn1c(SCc2cc(=O)n3cc(C)ccc3n2)nnc1-c1ccc(F)cc1,-1%,12%,0%,?,30,2,2,1%,4%[46.1 µM],-16
COc1ccc(S(=O)(=O)N(C)CC(=O)Nc2ccc(F)cc2)cc1,/,1%,4%,/,/,12,-4,/,/,-7
Cc1ccc(S(=O)(=O)N/N=C\c2ccc3c(c2)OCO3)cc1C,2%,6%,-7%,-16%,12,1,/,-4%,1%,6
CCNC(=S)NNC(=O)CCc1nc2cc(Cl)ccc2n(Cc2ccccc2)c1=O,3%,-29%,1%,-1%,/,-3,2,0%,1%,17
O=C(NCCCn1ccnc1)/C(=C\c1ccc(Br)cc1)NC(=O)c1ccccc1,8%,-1%,-7%,0%,4,-125*,/,2%,-16%,8
Cc1cccc(N2CC(C(=O)Nc3ccc(S(=O)(=O)Nc4nccs4)cc3)CC2=O)c1C (stereo not given),1%,7%,-1%,5%,-7,20,2,6%,-2%,5
Cn1cnc2ccc([N+](=O)[O-])cc2c1=O,-16%,-7%,1%,0%,43,3,-6,6%,1%,-5
O=C(NCC1CC1)C1(C(F)(F)F)C/C(=C\Cc2ccccc2)CCCO1 (stereo not given),/,/,/,/,/,-6,2,/,2%,-18&-12
O=C(CSc1ccccn1)Nc1ccccc1F,6%,-1%,/,-2%,1,11,1,8%,-7%,-11
COCCCNC(=O)CNC(=O)c1cn(-c2ccccc2OC)c(=O)c2ccccc12,-1%,-2%,12%,1%,9,-2,0,-1%,5%,-10
Cc1[nH]c2ccccc2c1Cc1n[nH]c(=S)o1,-4%,3%,3%,7%,-4,-3,7,2%,-2%,-2
Cc1ccc(-c2nnc(SCC(=O)Nc3ccc(N4CCOCC4)cc3)o2)cc1,0%,16%,4%,-6%,-2,3,2,5%,-4%,4
O=C(CCCC(=O)N(CC(=O)NC1CCCC1)c1cccc(F)c1)Nc1ccccn1,3%,-7%,4%,0%,-1,-9,2,1%,-4%,0
O=C(CCN1CCN(C(c2ccccc2)c2ccccc2)CC1)N/N=C/c1ccc(O)cc1O,3%,26%,-3%,?,-7,-9,1,8%,-1%[46.1 µM],-4
O=C(Cc1ccc(Cl)cc1)Nc1cccc(S(=O)(=O)N2CCCCC2)c1,?,/,/,-3%,?,-3,/,7%,-2%,2
Cc1cc(N2CCN(C)CC2)ccc1NC(=O)c1cccc(S(=O)(=O)N2CCc3ccccc3C2)c1,19%,11%,8%,?,14,21,2,-1%,8%,4
O=C(N1CCN(CCO)CC1)N1c2ccccc2CCc2ccccc21,-3%,-10%,4%,2%,-1,-5,5,-7%,2%,8
